High-throughput results (PubChem)
NCOA3 inh: inhibits human SRC3 coactivator | HEK293 GAL4-SRC3 luciferase reporter, luminescence | inhibition, % at 3.6 µM | 0.17% of 360,000 active;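 active means inhibition above a per-campaign cutoff, the mean of all compounds plus 3 SD, cut at about 60% in these data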;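 further: 0% = DMSO-treated cells and 100% = gossypol-treated cells at 36 µM; higher means less SRC3-driven luciferase light from the GAL4 reporter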
Shn3 3UTR inh: reduces Shn3 3'UTR luciferase signal in osteoblasts; Clone20 osteoblast Shn3 3'UTR firefly luciferase, 24 h; inhibition, % at 12.5 µM; 0.52% of 360,000 active;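 active means mean inhibition of at least 75% with every replicate also reaching 75%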;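 further: 0% = median of neutral control wells and 100% = pilot-screen positive control compound; some compounds past the cut are filed as inactive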
LRH-1 inv ag: suppresses constitutive activity of human LRH-1; O00482; HEK293T StAR-luciferase reporter, LRH-1 transfected, 24 h; inhibition, % at 3.6 µM; 0.13% of 360,000 active; AID 602396;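 active means inhibition above the mean inhibition of all tested compounds plus 3 SD, cut at about 73% in these data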;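 further: 0% = DMSO wells and 100% = reporter-only cells lacking LRH-1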
Target sequence (O00482 whole entry, looked up): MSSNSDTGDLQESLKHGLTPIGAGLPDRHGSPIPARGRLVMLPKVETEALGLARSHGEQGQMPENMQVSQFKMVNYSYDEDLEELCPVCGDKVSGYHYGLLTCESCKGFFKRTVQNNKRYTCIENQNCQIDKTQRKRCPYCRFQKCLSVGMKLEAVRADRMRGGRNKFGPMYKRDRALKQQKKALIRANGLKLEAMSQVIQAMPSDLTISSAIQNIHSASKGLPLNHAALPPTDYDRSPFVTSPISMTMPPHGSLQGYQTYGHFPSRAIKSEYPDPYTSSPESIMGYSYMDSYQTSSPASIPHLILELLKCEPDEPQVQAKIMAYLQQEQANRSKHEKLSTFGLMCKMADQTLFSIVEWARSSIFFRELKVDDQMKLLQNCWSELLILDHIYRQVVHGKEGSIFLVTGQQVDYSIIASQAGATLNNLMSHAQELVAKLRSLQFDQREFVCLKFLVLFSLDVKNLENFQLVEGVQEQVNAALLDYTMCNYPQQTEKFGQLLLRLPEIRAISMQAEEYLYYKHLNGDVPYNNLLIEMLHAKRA
EBV LMP1 NFkB: reduces LMP1-driven NF-kappaB luciferase signal; LMP1-induced NF-kappaB luciferase reporter cells, luminescence; inhibition, % at 12.5 µM; 0.69% of 350,000 active; in the data active means inhibition above about 41%;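 further: 0% = neutral control wells and 100% = reference inhibitor control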
NCOA1 inh: inhibitors of human steroid receptor coactivator 1 (SRC1) | HEK293 GAL4-SRC1 luciferase reporter, luminescence | 0.12% of 360,000 active | AID 588354 | inhibition, % at 3.6 µM;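 active means inhibition above the campaign mean plus 3 SD, with each screening campaign given its own cutoff, cut at about 60% in these data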;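 further: 0% = DMSO treated cells and 100% = gossypol at 36 µM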
COUP-TFII inh: blocks human COUP-TFII nuclear receptor; P24468; HEK293T NGFI-A luciferase reporter, luminescence; inhibition, % at 8.6 µM; 0.7% of 370,000 active; AID 686940;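 active means inhibition above a per-plate cutoff, mean inhibition of test wells between control levels plus 3 SD, cut at about 38% in these data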;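 further: cells cotransfected with COUP-TFII expression vector driving the NGFI-A reporter; 0% = median of COUP-TF2 test wells and 100% = reporter-only cells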
Target sequence (P24468 whole entry, looked up): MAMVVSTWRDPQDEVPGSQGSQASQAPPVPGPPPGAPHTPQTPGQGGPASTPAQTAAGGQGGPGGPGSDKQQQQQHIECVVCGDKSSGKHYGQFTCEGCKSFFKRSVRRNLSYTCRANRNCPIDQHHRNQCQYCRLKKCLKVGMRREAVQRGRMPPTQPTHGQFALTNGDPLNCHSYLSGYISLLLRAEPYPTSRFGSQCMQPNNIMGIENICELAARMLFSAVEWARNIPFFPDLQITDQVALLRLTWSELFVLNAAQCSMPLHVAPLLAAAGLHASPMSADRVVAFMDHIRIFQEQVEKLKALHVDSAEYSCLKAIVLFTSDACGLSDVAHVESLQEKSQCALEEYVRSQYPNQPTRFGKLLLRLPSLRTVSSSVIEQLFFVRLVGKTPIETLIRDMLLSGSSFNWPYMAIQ
TWEAK-Fn14 inh: TWEAK-Fn14 signaling inhibition | inhibition, % at 10 µM | 2% of 360,000 active | AID 1159606 | TWEAK-stimulated Fn14 reporter cells, luciferase luminescence, 8 h; in the data active means inhibition above about 50%
KKLEB tox: counter-screen for CF NF-kB inhibitors: cytotoxicity; KKLEB CF airway cells viability, ATPlite luminescence, overnight; stronger effect = lower value; cells stimulated with P. aeruginosa culture filtrate; activity change (cytotoxicity), % at 5 µM; 0.36% of 360,000 active;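 active means corrected activity change at or below -50% at 5 µM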
C8 TRAIL sens: caspase-8 TRAIL sensitization | 1% of 360,000 active | NB7+C8 cells + TRAIL, ATPlite viability luminescence | inhibition (viability loss, TRAIL sensitization), % at 10 µM;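 active means compounds causing at least 50% loss of cell viability in the single-dose screen, relative to plate controls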
TROY NFkB inh: TROY signaling inhibition | Q293 LMP1-TROYcd NF-kB luciferase reporter, 4 h | inhibition, % at 10 µM | 0.98% of 360,000 active;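 active means compounds whose plate-normalised and pattern-corrected inhibition of the luciferase reporter signal at the single screening dose is 50% or more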
CF NFkB block: cystic fibrosis NF-kB activation inhibition; inhibition, % at 5 µM; KKLEB NF-kB-GFP reporter, PAF-induced, GFP fluorescence overnight; AID 588850; 0.86% of 360,000 active;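 active means at least 50% inhibition at 5 µM, scaled per plate between neutral and stimulator controls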;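 further: PAF is a Pseudomonas aeruginosa culture filtrate used as stimulus; plate controls were PAF-stimulated DMSO wells for no effect and unstimulated DMSO wells for full effect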
Starred values were filed as active, the others as inactive; · = no result given. Only part of the results is shown; the hit share may differ from the screen's.

SMILES	NCOA3 inh	Shn3 3UTR inh	LRH-1 inv ag	EBV LMP1 NFkB	NCOA1 inh	COUP-TFII inh	TWEAK-Fn14 inh	KKLEB tox	C8 TRAIL sens	TROY NFkB inh	CF NFkB block
O=C(CCCN1C(=O)C(c2ccccc2)Oc2cccnc21)Nc1ccccc1Br (stereo not drawn)	3	7	-1	1	0	8	-9	-3	-2	-9	2
NC1(C#Cc2ccc3oc(=O)c(-n4cc(C5(O)CCCCC5)nn4)cc3c2)CCCCC1	-5	-19	2	5	-25	-5	-1	9	-7	-8	5
Cc1ccc(N(C)C(=O)N2CCN(S(=O)(=O)c3ccc(C)cc3)CC2)cc1	-9	1	14	-7	7	16	-29	-1	-6	-56	0
COc1cccc(CNC(=O)COC(=O)CNC(=O)c2ccc(-c3ccccc3)cc2)c1	13	9	11	-2	6	-3	-28	-1	9	-10	17
CC(=O)Nc1cccc(-c2ccnc3c2CC(C)(C(=O)Nc2ccccc2)O3)c1 (stereo not drawn)	5	11	14	·	3	-4	-12	10	0	1	-39
CC1(C)C=C(c2ccc(C=O)s2)CC(C)(C)N1C=O	17	-29	-5	2	-13	1	-20	9	22	11	-14
Cc1cc2c(cn1)C(CCC#N)(CCC#N)c1ccccc1-2	10	8	-9	-5	-35	7	-8	-5	-12	12	0
Cc1cc(NC(=O)COc2coc(CN3CCN(c4ccccc4F)CC3)cc2=O)no1	12	22	19	1	-5	20	-10	-8	-27	7	13
O=C(CCN1CCN(c2ccc(F)cc2)CC1)Nc1ccccc1F	16	1	-1	1	2	1	0	5	6	31	4
O=C(CCC(=O)c1ccc(-c2ccccc2)cc1)Nc1cccnc1	-6	-4	-20	-5	1	23	-7	6	-6	-13	-6
N#Cc1ccccc1COc1cccc2c1CCCC2O (stereo not drawn)	7	9	-1	2	-4	2	-5	-1	9	12	0
Cc1cc2cc(C(c3nnnn3Cc3ccco3)N3CCc4ccccc4C3)c(=O)[nH]c2cc1C (stereo not drawn)	-2	-4	9	-1	3	-11	16	4	0	-7	-4
Cc1ccccc1NC(=O)CCc1c(C)nn(-c2ccc(N3CCOCC3)nn2)c1C	-25	-1	-2	2	4	-14	-8	-3	-15	12	-6
COc1ccc(CNC(=O)c2nnn(-c3cccc(C(F)(F)F)c3)c2N)cc1	4	-8	-12	-3	-13	19	8	-1	-2	27	4
COC(=O)[C@]1(C)N[C@H](CN(C)S(=O)(=O)c2ccc(OC(F)(F)F)cc2)[C@@H]2C(=O)N(Cc3ccccc3)C(=O)[C@@H]21	3	-9	-44	2	-1	9	-13	-4	2	-10	2
Cc1ccccc1OCC(=O)Nc1ccc(C(N)=O)cc1	-11	-30	-6	1	-6	2	-22	0	-9	-4	-9
O=C1CSC(=S)N1Cc1ccccc1	13	-15	-5	42*	-1	5	-14	6	3	6	17
Cc1ccc(OCC(=O)NCC(=O)Nc2ccc(F)cc2)c([N+](=O)[O-])n1	8	10	2	0	-1	-17	-12	2	-26	-3	19
CCOc1ccccc1N1CCN(C(=O)c2ccc(Cl)c(S(=O)(=O)N3CCCCC3)c2)CC1	16	22	11	14	-6	17	42	-13	7	53*	32
COc1ccc(C2C3=C(CCCC3=O)Nc3nc(C(F)(F)F)nn32)cc1OC (stereo not drawn)	14	-15	14	6	-3	-9	7	-4	-7	4	-4
CCCC(CCC)C(=O)Nc1cccc(C(=O)O)c1	0	5	6	-15	-1	·	-8	-13	-7	-24	-11
CCN(CC)S(=O)(=O)c1ccc(/C=C/C(=O)OCC(=O)Nc2ccc(S(N)(=O)=O)cc2)cc1	-3	3	22	14	-2	-7	12	4	-4	-7	-9
COc1ccc(-c2cc(CC3(C(=O)O)CCN(C(=O)OC(C)(C)C)CC3)on2)c(OC)c1	-7	-6	-5	1	3	-9	20	-4	8	-27	7
N=c1ccn(CC(=O)c2ccc(-c3ccccc3)cc2)cc1	73*	63	59	20	32	58*	29	-7	34	15	46
COc1cc(OC)c(C(=O)OC(C)C(=O)NCc2ccc3c(c2)OCO3)cc1OC (stereo not drawn)	-17	-1	-3	4	5	2	-11	8	2	3	15
COC(=O)CN1C(=O)[C@H]2[C@@H](/C=C/c3ccccc3)N3C(=O)CN(Cc4ccccc4)C(=O)[C@@]3(C)[C@H]2C1=O	0	1	-6	6	-12	-5	19	2	0	-19	-2
Cc1ccc(N(C=NC#N)CC(=O)N2CCN(c3ccccc3)CC2)cc1	1	3	-8	-3	-9	10	10	3	-6	5	1
COCCNC(=O)COc1ncnc2scc(-c3ccc(F)cc3)c12	13	5	-12	9	-28	-6	3	1	-11	4	0
COc1ccc(CN(C)C(=S)Nc2ccc(OC(F)F)cc2)cc1	14	4	10	-9	3	-19	-10	-2	-15	-14	-8
CC(C)c1ccc(C(O)Cc2nc3ccccc3n2C)cc1 (stereo not drawn)	-29	-11	-50	-6	-24	1	31	7	9	49	-6
Cc1ccc(-c2csc3ncn(CC(=O)N4CCOCC4)c(=O)c23)cc1C	4	-11	4	5	-16	-10	-10	-3	-3	2	22
O=C(CCNS(=O)(=O)c1ccc(Cl)cc1)OCC(=O)N1CCN(C(=O)c2ccco2)CC1	15	5	10	0	-23	4	5	-1	-2	4	16
CC(=O)C1=C(O)C2(C)c3c(O)c(C)c(O)c(C(C)=O)c3OC2CC1=O (stereo not drawn)	-5	-3	-2	10	9	-4	18	-1	14	23	44
Cc1cc(Cl)ccc1OCC(O)CNCCc1ccc(S(N)(=O)=O)cc1 (stereo not drawn)	-9	-29	31	0	16	-11	-1	2	-4	0	16
NC(=O)CSc1ccc(F)cc1	-5	3	-18	-3	-3	3	-4	5	0	-5	8
O=C(CSc1nnnn1-c1ccc2c(c1)CCC2)NCc1cccs1	14	1	14	-2	3	9	-6	-8	-5	-50	17
CC(C)Oc1ccc(C(=O)Nc2ccc(S(=O)(=O)N3CCN(C)CC3)cc2)cc1	12	11	26	5	0	14	-4	4	-10	11	11
CC(=O)NCCOc1ccc2oc3ccccc3c2c1	-29	-43	-50	-10	-66	-29	-26	-10	1	-64	5
CCOc1ccc(C(C)(C)C)cc1S(=O)(=O)N1CC(C)OC(C)C1 (stereo not drawn)	16	18	-3	-7	11	2	5	-5	-1	18	9
Oc1ccc(/C=N/N(c2ccccc2)c2ccccc2)c(O)c1O	-4	-14	-13	-3	-13	1	1	10	5	7	-18
CCOc1ccc(NC(=O)Nc2ccc3c(c2)nc(C)n3C)cc1	15	-16	-20	0	-20	6	-28	5	-1	-33	0
COc1ccc(NC(=O)C(CCSC)NC(N)=O)cc1Cl (stereo not drawn)	-15	-41	-2	-7	-11	-5	-21	-1	5	-12	-1
O=C(c1ccc(S(=O)(=O)N2CCCCC2)cc1)N1CCN(Cc2ccc3c(c2)OCO3)CC1	10	-17	15	-20	-7	15	3	-4	-6	6	10
O=C(COc1ccc(Cl)cc1Cl)NNC(=S)NC(=O)c1ccco1	-2	4	9	1	-13	0	-4	6	13	-9	2
CCc1cc(=O)oc2cc(C)cc(OCC(=O)NC3CC3)c12	-2	-6	54	2	4	5	-3	10	-11	-15	-72
CCOP(=O)(c1ccc(N(C)C)cc1)C(O)c1cccnc1 (stereo not drawn)	16	-8	-6	-6	0	2	8	5	13	-4	-3
O=C(CCN1C(=O)c2ccccc2C1=O)NCc1ccccc1	1	-10	8	0	-22	4	0	4	2	0	-7
COc1ccc(OCC(=O)Nc2ccc(N3CCCCC3)cc2)cc1	2	1	3	3	-8	2	-4	8	0	-7	16
COc1ccc2[nH]c3c(c2c1)CCN1C(=O)C(CC(=O)NC(C)(C)C)C[C@H](C(=O)N2CCOCC2)[C@@]31CCC1CCCC1 (stereo partly drawn)	7	-15	6	7	-20	14	18	-2	-5	-2	25
Cc1ccc(-c2oc3ccccc3c(=O)c2O)cc1	-43	16	8	-2	-16	-5	-27	-10	20	-42	-6
Cc1ccccc1Cn1nnc(-c2ccc3c(c2)OCO3)n1	-33	-39	-71	-35	-75	-19	80*	-22	5	-75	-7
O=C(C(=Cc1ccccc1)c1ccccc1)c1ccccc1	4	-27	16	·	11	-6	18	-2	-4	11	-2
CCCOc1ccc(NC(=O)CC2C(=O)OCC3CCCCN32)cc1 (stereo not drawn)	9	-1	11	2	-6	-4	8	10	-2	7	-12
CN(Cc1cnccn1)C(=O)CC1C(=O)NCCN1Cc1c(F)cccc1Cl (stereo not drawn)	10	-15	10	3	-1	-8	1	6	-2	12	19
COc1ccc(C(=O)Nc2ccc(C(F)(F)F)n(C)c2=O)cc1	-39	-65	-63	-19	-50	-13	-21	2	12	-66	-9
O=C(N/N=C1\C2CN3CCN(C2)CC1(c1ccccc1)C3)c1ccc(F)cc1	-12	-66	-73	-54	-41	-8	9	5	0	-38	7
O=C(CS(=O)CC(=O)Nc1ccc(Cl)cc1)NCC1OCCc2ccccc21 (stereo not drawn)	-12	-6	-12	1	-29	-12	-3	2	-8	-9	18
CCN(Cc1ccccc1)S(=O)(=O)c1cc(C(=O)NCCCN(C)C)ccc1OC	23	-27	7	11	-6	9	12	3	-23	-5	-11
Cc1c(Cc2ccccc2)c(=O)n2c([nH]c3ccccc32)c1C#N	-1	-19	5	-3	-20	-10	23	-23	9	48	50
COc1ccc(/C=N/n2cncn2)cc1Cn1nc(C)c([N+](=O)[O-])c1C	-2	-17	7	-5	6	·	-16	-5	-4	15	7

Results in COUP-TFII inh, NCOA3 inh and TWEAK-Fn14 inh (three entries from above):
molecule | COUP-TFII inh | NCOA3 inh | TWEAK-Fn14 inh
O=C(C(=Cc1ccccc1)c1ccccc1)c1ccccc1 | -6 | 4 | 18
CCCOc1ccc(NC(=O)CC2C(=O)OCC3CCCCN32)cc1 (stereo not drawn) | -4 | 9 | 8
CN(Cc1cnccn1)C(=O)CC1C(=O)NCCN1Cc1c(F)cccc1Cl (stereo not drawn) | -8 | 10 | 1

(list continues)
SMILES	NCOA3 inh	Shn3 3UTR inh	LRH-1 inv ag	EBV LMP1 NFkB	NCOA1 inh	COUP-TFII inh	TWEAK-Fn14 inh	KKLEB tox	C8 TRAIL sens	TROY NFkB inh	CF NFkB block
COc1cc(CC(=O)Nc2cccc(SC)c2)cc(OC)c1OC	18	71	9	16	15	37*	26	1	27	24	-7
Cc1cccc(Oc2nc3ccccn3c(=O)c2/C=C(\C#N)C(=O)NC2CCS(=O)(=O)C2)c1C (stereo not drawn)	-9	8	15	5	13	10	-2	5	-11	5	-12
CSc1ccc(/C=C(/NC(=O)c2ccccc2)C(=O)N2CCN(C)CC2)cc1	-2	5	-7	-3	2	-21	0	-3	-2	7	-22
O=C(Nc1ccc(F)cc1)C(=O)c1cn(CC(=O)N2CCOCC2)c2ccccc12	-7	4	-50	0	-17	-5	-15	-5	28	-43	-1
c1ccc(-c2csc(Cc3nnc4n3CCCCC4)n2)cc1	8	-17	2	-7	-20	10	6	0	-4	-43	5
Cc1cc(C(=O)Nc2nnc(-c3ccccc3)s2)no1	-22	-12	-3	-2	-14	11	-1	-9	7	·	13
COCC(C)NC(=O)NC1(C(F)(F)F)Oc2ccc(Cl)cc2O1 (stereo not drawn)	-19	49	-31	4	-1	-26	-137	-7	42	-125	7
